TbMetRS inhib – Trypanosoma brucei MetRS inhibition | purified T. brucei MetRS, ATP depletion, Kinase-Glo luminescence | inhibition, % at 11.9 µM | actives 0.4% (n = 360,000) | AID 624268;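 active = inhibition above a per-plate cutoff of the control wells' mean inhibition plus 3 SD, cut at about 5.5% in these data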;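 also: 0% = DMSO wells median and 100% = median of wells with control inhibitor compound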
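Dosing: 11.9 µM single point; system: parasite MetRS enzyme; technique: luminescence of leftover ATP; times: 15 min enzyme-compound preincubation, 2 h reaction, 10 min detection, 25 °C; replicates: each compound tested once; read-out basis: percent inhibition relative to median high and low control wells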
eLon inh – inhibits E. coli Lon protease; P0A9M0; purified E. coli Lon protease, fluorescence polarization; inhibition, % at 7.94 µM; actives 0.42% (n = 360,000); AID 602123; in the data active = inhibition above about 13%, passing the limit was not always enough;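 also: 0% = enzyme with probe and DMSO and 100% = no enzyme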
CendR NRP1 mod – NRP-1/CendR interaction modulation | FAM-RPARPAR peptide binding to NRP-1, fluorescence polarization | inhibition, % at 25 µM | actives 0.85% (n = 360,000) | AID 602438;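 active = inhibition or corrected inhibition above about 18%, plus a signal ratio from 0.5 to 1.5, limit read from the data, passing the limit was not always enough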; also: strong numbers were not always called active
MT1-MMP act inh – MT1-MMP (human) activation inhibition | GFP/RFP ratio change, % at 20 µM | AID 651647 | actives 0.061% (n = 360,000) | P50281 | HT1080 RFP-PRO-GFP cells, GFP/RFP ratio fluorescence, overnight; percent of plate control window, DMSO zero;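 active = GFP/RFP ratio change of at least 30% with cell ATP level not reduced by more than half and red fluorescence within 50% of control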; also: strong numbers were not always called active
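Test system: HT1080 cells expressing an RFP-PRO-GFP fluorescent reporter construct / Compound dosing: single-point 20 µM compound, 1% DMSO / Schedule: cells overnight before dosing, compound overnight, 37 °C, 5% CO2 / Evaluation: GFP/RFP fluorescence ratio / Control set: DMSO and RFP-L50D-GFP cell wells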
FAS TE block – blocks the thioesterase domain of human fatty acid synthase; recombinant FAS-TE, OMFH fluorogenic substrate, fluorescence endpoint; inhibition, % at 15 µM; actives 0.67% (n = 360,000); AID 602261;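 active = compounds whose normalised, plate-corrected inhibition of enzyme fluorescence in the single-dose primary screen is 50% or more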;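 also: 0% = DMSO with enzyme and 100% = substrate without enzyme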
MsrA inh – inhibitors of bovine MsrA | purified bovine MsrA, absorbance read-out | inhibition, % at 15.5 µM | actives 0.75% (n = 360,000) | AID 651718; in the data active = inhibition above about 4.5%;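 also: 0% = vehicle wells with enzyme and 100% = reference inhibitor wells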
PABP1 MLLE inh – blocks PAM2 peptide binding to the PABP1 MLLE domain; P11940; actives 0.36% (n = 360,000); AID 588489; GST-MLLE / FITC-PAM2 fluorescence polarization; inhibition, % at 20 µM; in the data active = inhibition above about 35%, passing the limit was not always enough;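 also: plate controls were DMSO wells with GST-MLLE for no effect and wells lacking GST-MLLE protein for full effect; some results filed as inactive read as strong as hits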
Target sequence (P11940 whole entry, looked up, the tested form may be a part): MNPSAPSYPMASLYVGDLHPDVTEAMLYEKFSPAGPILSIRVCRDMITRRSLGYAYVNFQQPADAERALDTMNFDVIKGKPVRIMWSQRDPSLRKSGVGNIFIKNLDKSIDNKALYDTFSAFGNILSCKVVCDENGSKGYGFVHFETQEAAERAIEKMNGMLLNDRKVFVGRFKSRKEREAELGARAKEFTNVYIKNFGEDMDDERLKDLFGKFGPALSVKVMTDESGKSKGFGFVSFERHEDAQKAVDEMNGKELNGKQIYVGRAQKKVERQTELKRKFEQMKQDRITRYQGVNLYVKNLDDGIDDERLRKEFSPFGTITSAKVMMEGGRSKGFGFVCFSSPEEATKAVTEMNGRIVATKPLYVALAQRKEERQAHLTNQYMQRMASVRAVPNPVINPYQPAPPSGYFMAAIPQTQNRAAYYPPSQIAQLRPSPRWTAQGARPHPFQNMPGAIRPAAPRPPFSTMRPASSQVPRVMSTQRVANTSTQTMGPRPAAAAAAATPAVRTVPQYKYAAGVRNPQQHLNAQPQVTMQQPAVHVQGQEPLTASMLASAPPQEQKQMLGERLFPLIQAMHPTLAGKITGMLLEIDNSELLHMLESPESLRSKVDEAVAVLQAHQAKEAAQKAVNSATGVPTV
MsrA act – activators of bovine methionine sulfoxide reductase A; purified bovine MsrA, absorbance read-out; activation, % at 10.6 µM; actives 0.3% (n = 360,000); in the data active = activation above about 7.5%;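 also: 0% = vehicle and 100% = reference activator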
SKN-1 block – blocks SKN-1 activity in C. elegans. C. elegans VP596 Pgst-4::GFP/RFP ratio, acrylamide-induced, 24 h. inhibition, % at 21.8 µM. actives 0.49% (n = 360,000). AID 624304;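 active = interference check ratio from 0.5 to 1.5 plus GFP to RFP signal ratio inhibition reaching or exceeding a fixed threshold, cut at about 30% in these data, passing the limit was not always enough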; also: some compounds called inactive have numbers as strong as hits
The depositor's hits bear a star; · = not tested or not shown.

mol	TbMetRS inhib	eLon inh	CendR NRP1 mod	MT1-MMP act inh	FAS TE block	MsrA inh	PABP1 MLLE inh	MsrA act	SKN-1 block
Cc1occc1C(=O)Nc1ccc(Br)cc1F	-0.2	-8	-6	-5	-2	-0.1	-5	-10	-9
O=C(COC(=O)/C=C/c1cn(-c2ccccc2)nc1-c1cccnc1)Nc1ccc(Cl)cc1Cl	-1.3	-8	-15	4	-7	0.1	-16	-2	11
CCNc1nc(NC(N)=S)nc(NC(C)(C)C)n1	0.2	0	6	0	-1	2.8	15	-2	-5
Cc1ccc(NC(=O)c2ccnc(C(C)(C)C)c2)cc1	-0.5	1	16	4	1	0.7	10	-2	8
CCc1nc(N)c(C#N)c(-c2ccc(OC)c(OC)c2)c1C	-1.5	2	-2	7	-1	-0.5	-5	3	0
COc1cc(C(=O)NCCC(=O)NC(C)CCc2ccccc2)cc(OC)c1OC (stereo not given)	0.5	-3	3	0	-4	1.0	13	-2	7
CC(C)(C)n1ncc2c(=O)n(Cc3ccc(Cl)cc3Cl)cnc21	-1.4	6	8	-2	22	0.6	1	-6	-18
COC(=O)CSc1nnc([C@H](Cc2ccccc2)NC(=O)OC(C)(C)C)o1	0.0	-4	15	1	0	0.3	-5	-4	-1
CC(C)C(=O)Nc1cccc(C(=O)Nc2ccc(S(=O)(=O)N3CCOCC3)cc2)c1	0.2	-3	9	1	-5	-0.8	5	-2	-12
Cc1ccc(CNC(=O)C2CCC(CNS(=O)(=O)c3cccc4cccnc34)CC2)cc1 (stereo not given)	-0.3	7	12	3	-5	-0.3	7	-2	15
Cc1ccc(S(=O)(=O)NCCn2cnc([N+](=O)[O-])n2)cc1	0.0	-7	4	-1	-2	0.7	-7	-4	-10
CC(C)C(=O)N1CCC(n2nccc2NC(=O)CCOc2ccccc2)CC1	-0.2	7	0	-2	-6	0.9	-14	-5	-19
CC(=O)Nc1ccccc1OCc1cnc(Cl)s1	0.1	-1	-13	1	-2	-0.6	2	-1	-2
COc1ccc(C(=O)NCc2nnc(SCC(=O)Nc3nc4ccc(C)cc4s3)o2)cc1OC	-1.0	-14	8	-3	-4	0.9	-7	-9	-8
CN1C(=O)CSC1=Nc1cccc(Cl)c1	2.9	-5	-8	4	-8	-1.2	11	-11	1
COc1ccc(C=O)cc1Cn1c(=O)n(CCC(=O)NCc2ccco2)c(=O)c2sccc21	-0.5	-8	7	-2	-3	-0.3	-2	-5	-9
COCCCNS(=O)(=O)c1ccc(S(=O)(=O)N2CCCC2)cc1	-0.1	-8	7	-3	-2	1.7	1	-1	6
CN1CCN(S(=O)(=O)c2ccc(N3CCN(c4ccccc4O)CC3)c([N+](=O)[O-])c2)CC1	-0.1	-12	-4	4	-11	0.8	-13	-4	-8
CCCCC(=O)Nc1ccc(NC(=S)NC(=O)c2ccco2)cc1OC	-0.4	4	7	0	5	1.0	27	-1	3
CCOc1cc(N2CCOCC2)c(OCC)cc1NS(=O)(=O)c1ccc(Cl)s1	-1.2	6	13	0	-4	0.6	16	-14	-5

An excerpt of these results, with values under each structure:
Every second line gives: TbMetRS inhib	eLon inh	CendR NRP1 mod	MT1-MMP act inh	FAS TE block	MsrA inh	PABP1 MLLE inh	MsrA act	SKN-1 block
CC(C)(C)n1ncc2c(=O)n(Cc3ccc(Cl)cc3Cl)cnc21
→ -1.4	6	8	-2	22	0.6	1	-6	-18
O=C(COC(=O)/C=C/c1cn(-c2ccccc2)nc1-c1cccnc1)Nc1ccc(Cl)cc1Cl
→ -1.3	-8	-15	4	-7	0.1	-16	-2	11

Continued:
mol	TbMetRS inhib	eLon inh	CendR NRP1 mod	MT1-MMP act inh	FAS TE block	MsrA inh	PABP1 MLLE inh	MsrA act	SKN-1 block
COc1ccc(CCn2c(-c3cccc([N+](=O)[O-])c3)nc3nc4ccccc4nc32)cc1OC	-0.1	3	6	-1	13	-0.5	8	-2	6
COc1ccc(CC(=O)Nc2ccc(OC(C)=O)cc2C(=O)O)cc1	0.3	-3	16	-2	-3	-0.1	4	-2	-11
Cc1ccc2c(c1)N(C(=O)CCC(=O)NCc1ccccc1)CC(C)O2 (stereo not given)	-0.2	-11	-9	2	0	0.7	4	-5	-3
CCCCOC(=O)c1ccc(NC(=O)c2cnc3n(c2=O)CCS3)cc1	-0.8	-9	5	-5	2	-0.5	3	-6	-17
CCN(CC)C1CCN(C(=O)c2ccc3nc(Cc4ccc(OC)cc4)oc3c2)C1 (stereo not given)	-0.6	0	14	-1	-4	-0.5	-5	-5	-5
COc1ccccc1C1CCN(c2cc(O)ccc2[N+](=O)[O-])CC1	-0.5	-2	12	10	13	-1.0	-4	-5	-5
Cn1c(CNC(=O)c2ccco2)nnc1SCC(=O)Nc1c(F)cc(F)cc1Br	-0.6	-5	14	-3	-3	-0.3	13	-1	15
Cc1nn(-c2nc3ccccc3[nH]2)c(N)c1-c1ccc(Cl)cc1	-0.2	0	-2	1	36	·	-13	-6	24
COc1ccc(C(=O)CN2C(=O)NC3(CCCc4ccccc43)C2=O)cc1 (stereo not given)	-0.3	5	-15	-2	1	1.2	-21	-3	8
COc1ccccc1Nc1nc(-c2sc(NC(=O)C(C)(C)C)nc2C)cs1	-0.4	-33	-37	11	0	0.4	-14	-1	6
Cc1nn2c(C(F)(F)F)cc(-c3ccc(Cl)cc3)nc2c1C(=O)N1CCOCC1	-1.4	5	5	1	0	-1.1	3	-11	-9
COC(=O)[C@@H]1C[C@@]2(O)[C@H](O)[C@H](O)[C@H](O)C[C@H]2N1CC1CC1	0.2	5	-1	0	-14	-0.7	4	-6	-13
O=C(CCNC(=O)c1ccco1)Nc1ccc(N2CCOCC2)cc1	-0.4	-2	2	-4	-5	0.0	-8	-5	3
O=C(O)c1ccc(NS(=O)(=O)c2cccc(C(=O)Nc3ccc(Br)cc3)c2)cc1	3.3	-7	-11	-2	0	-0.7	-15	-3	12
CN(c1ccccc1)S(=O)(=O)c1ccc(-c2ccccc2)cc1	-1.1	4	20	2	38	2.1	7	-9	-4
CC(=O)Nc1nc(Cn2nnc(-c3ccc4c(c3)OCO4)n2)nc(N(C)C)n1	0.0	-9	-4	1	4	-0.5	-11	-3	-2
Cc1ccc2[nH]c(=O)c(CN(CCCN(C)C)C(=O)Nc3ccc(F)cc3)cc2c1	-0.4	-8	4	-4	0	-0.4	1	-9	-15
CN(C(=O)CSc1ncnc2ccccc12)C1CCS(=O)(=O)C1 (stereo not given)	-0.5	9	-11	-1	-6	-0.8	29	-4	0
Cc1nn(C(C)C(=O)NCC2CCCO2)c(=O)c2c1sc1ccccc12 (stereo not given)	0.0	4	-3	-2	-6	0.4	-7	-1	17
c1ccc(CCc2nc(-c3ccncc3)no2)cc1	0.1	-3	4	9	0	0.3	-5	-2	22

The list continues.
mol	TbMetRS inhib	eLon inh	CendR NRP1 mod	MT1-MMP act inh	FAS TE block	MsrA inh	PABP1 MLLE inh	MsrA act	SKN-1 block
COC(=O)C1CCN(S(=O)(=O)CCNC(=O)c2ccc3c(c2)OCO3)CC1	0.0	-6	7	-3	-5	0.6	-6	-1	22
CN(Cc1c(F)cccc1Cl)c1ccc(S(=O)(=O)N2CCOCC2)cn1	-0.7	3	-8	-1	26	-0.7	7	-5	15
CN1OC[C@@H]2CN(C(=O)CCc3ccccc3)[C@H](c3cccc(-c4ccc(C#N)cc4)c3)C[C@@H]21	-0.8	-3	-1	-5	8	2.0	-2	-2	-1
Cc1ccc(-n2c([S-])c(C(=O)Nc3ccc(OC(F)F)cc3)[n+]3ccc(C(=O)NCCO)cc23)cc1C	2.6	3	-10	-1	7	1.1	-118	-4	0
O=C1c2ccccc2S(=O)(=O)N1Cc1c(F)cccc1Cl	-1.2	2	6	-1	11	-1.5	-7	-6	26
Cc1occc1C(=O)Nc1ccccc1C(=O)O	-0.8	0	-1	2	-6	0.8	4	-6	-17
COCCN(Cc1cccs1)S(=O)(=O)c1ccc(-c2ccc(=O)[nH]n2)s1	-0.6	-10	3	1	16	0.9	-4	-4	-15
CCOc1c2ccc(C(=O)NCc3ccc(C)cc3)cc2nn1CCOC	0.1	-11	7	-2	0	0.2	-2	-2	-4
COc1c2c(c3c(c1OC)c(=O)c1ccccc1n3C)OCO2	0.2	34	26*	-8	-4	2.0	55*	2	-8
COc1cccc(/C=N/NC(=S)Nc2cccc(C(=O)O)c2)c1	0.0	-1	8	1	-7	3.1	16	-5	5
C[C@H]1CN([C@@H](C)CO)C(=O)c2cccc(NC(=O)c3ccncc3)c2O[C@H]1CN(C)C(=O)Nc1ccccc1	-0.3	-32	-23	-5	-10	1.5	-78	1	2
Cc1sc(NC(=O)CSc2nnnn2C2CCCCC2)c(C#N)c1C	-0.7	-4	-8	7	13	0.1	-10	-2	-2
Nc1c(C(=O)NCc2ccccc2)c2nc3ccccc3nc2n1CCCN1CCOCC1	-0.3	1	-7	1	24	-0.1	-4	-1	10
Cc1nc2ncccn2c1-c1csc(Nc2ccccc2)n1	0.4	-17	-24	6	-8	-0.7	32	-1	15
COc1nc(-c2ccccc2)ccc1-c1noc(C)n1	-2.0	-2	-6	2	1	1.4	-2	-16	-1
COc1ccc(CC(=O)N/N=C(\C)CC(=O)Nc2ccc3c(c2)OCCO3)cc1	0.2	-3	4	-2	-5	-1.9	-10	-1	7
Cc1ccccc1NC(=O)c1cccc(S(C)(=O)=O)c1	-0.5	-4	-2	-3	-6	0.9	3	-5	-12
CCC(C)c1ccccc1NS(=O)(=O)c1cnn(CC)c1 (stereo not given)	-0.6	-10	-3	-1	-5	1.1	9	-5	15
CC1(C(=O)NS(=O)(=O)c2ccc(Cl)cc2)CCN1C(=O)c1cccc(F)c1 (stereo not given)	0.7	3	-2	-1	-8	-0.9	6	-2	13
COC(=O)c1ccc(CSc2nc3ccccc3c(=O)n2CC(C)C)o1	-0.2	-6	4	-3	17	0.4	2	-3	-2

The list continues:
mol	TbMetRS inhib	eLon inh	CendR NRP1 mod	MT1-MMP act inh	FAS TE block	MsrA inh	PABP1 MLLE inh	MsrA act	SKN-1 block
CC(C)c1ccc(NC(=O)N2CCCC2C(=O)Nc2ccc(-n3cnnn3)cc2)cc1 (stereo not given)	0.1	-1	0	1	-1	-1.5	8	-7	18
CN(Cc1cccc2cnccc12)C(=O)c1cc(COc2ccc(F)cc2F)on1	-0.3	3	8	-6	4	-0.9	13	-5	14
CN1CCN(c2ccc([N+](=O)[O-])cc2C(=O)c2ccccc2)CC1	-0.2	10	-3	-4	-2	2.1	-5	-5	5
Cc1cc(NC(=O)CSC2=NCCS2)no1	-0.2	1	-1	3	-4	-0.3	44*	2	6
CCCC(=O)Nc1ccc(C(=O)NNC(=O)c2ccco2)cc1	-1.2	-2	-4	2	-9	-1.1	-14	-9	11
Nc1nonc1C(=O)OCC(=O)c1ccc(Cl)cc1	-0.4	4	9	1	-10	-1.1	2	-8	-19
CCn1c(NC(=O)Nc2ccccc2OC)nc2ccccc21	4.4	10	14	3	1	0.2	-7	-2	28
O=C1Nc2ccccc2Nc2ccc([N+](=O)[O-])cc21	0.5	-14	7	-7	10	0.7	4	-1	24
CCCCOC(=O)n1ccc(C(=O)Nc2ccccc2OC)n1	-1.2	2	8	1	4	0.3	7	-6	-11
COc1cccc(C2(C)NC(=O)N(CC(=O)c3cc(C)n(C4CC4)c3C)C2=O)c1 (stereo not given)	-0.1	-13	-8	0	-4	0.8	3	-1	4

Screens from PubChem BioAssay.

Rows were taken by chance; about 4% have a hit in one of these screens.
